Screens: PubChem, several laboratories
Runt-SMMHC FRET – inhibitors of human RUNX1 Runt domain binding to CBFb-SMMHC. AID 1434. Cerulean-Runt/Venus-CBFb-SMMHC FRET ratio 530/480, 1 h. Q01196+Q13951. inhibition, % at 20 µM. 220,000 compounds, 0.74% hits;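 active means mean inhibition across duplicate retests at 20 µM reaching about 50%, limit read from the data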;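 further: 0% = DMSO wells and 100% = wells with excess untagged CBFb-SMMHC; inhibitors lower the FRET ratio by blocking Runt binding to CBFb-SMMHC; some results filed as inactive read as strong as hits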
FXIa inh 1536 – blocks human coagulation factor XIa protease activity | purified FXIa, Boc-Glu-Ala-Arg-AMC fluorogenic substrate | 220,000 compounds, 0.14% hits | P03951 | inhibition, % at 5 µM;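 active means inhibition of at least 40%; inactive means inhibition below 40%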;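 further: fluorescence of freed AMC excited at 355 nm; 0% = enzyme without compound and 100% = no enzyme blank; many of its hits are not listed in these tables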
FXIIa inh 1536 – factor XIIa (human) inhibition; purified FXIIa, Boc-QGR-AMC fluorogenic substrate, 2 h; inhibition, % at 5 µM; AID 800; 220,000 compounds, 0.3% hits; P00748; in the data active means inhibition above about 40%;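 further: 0% = enzyme with no compound and 100% = blank without enzyme; many of its hits are not listed in these tables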
Target sequence (P00748 20-372 limits assumed): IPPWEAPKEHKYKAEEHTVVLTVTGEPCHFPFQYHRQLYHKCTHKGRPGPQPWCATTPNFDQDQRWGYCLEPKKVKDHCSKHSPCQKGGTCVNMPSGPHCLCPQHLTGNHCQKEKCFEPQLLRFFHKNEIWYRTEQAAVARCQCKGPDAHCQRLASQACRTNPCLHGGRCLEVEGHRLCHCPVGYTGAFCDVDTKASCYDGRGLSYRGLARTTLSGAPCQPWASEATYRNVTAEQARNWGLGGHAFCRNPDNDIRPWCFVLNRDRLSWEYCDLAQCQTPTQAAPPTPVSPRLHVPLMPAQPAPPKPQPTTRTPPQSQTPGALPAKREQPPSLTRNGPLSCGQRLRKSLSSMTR
Target sequence (P00748 373-615 limits assumed): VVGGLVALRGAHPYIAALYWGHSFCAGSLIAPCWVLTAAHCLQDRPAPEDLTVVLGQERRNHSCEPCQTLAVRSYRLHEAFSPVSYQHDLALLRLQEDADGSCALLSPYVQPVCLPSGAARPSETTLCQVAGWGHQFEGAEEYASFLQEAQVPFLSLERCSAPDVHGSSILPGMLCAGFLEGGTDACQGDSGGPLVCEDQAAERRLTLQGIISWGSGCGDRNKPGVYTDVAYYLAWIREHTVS
Thrombin inh – inhibitors of human thrombin. alpha-thrombin, Boc-VPR-AMC fluorogenic substrate cleavage. AID 1046. inhibition, % at 5 µM. 220,000 compounds, 0.26% hits. P00734;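 active means inhibition at or above 40%; inactive means inhibition below 40%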;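 further: 0% = enzyme with no compound and 100% = wells without enzyme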
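Material: human alpha-thrombin protein; Also added: Boc-VPR-AMC substrate, 15 µM final; Timing: enzyme reaction carried out at room temperature; Signal: fluorescence, ex 355 nm, em 460 nm; Measure: % inhibition of thrombin; Controls: enzyme without compound as high, wells lacking enzyme as low.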
Wee1 degr inh – inhibitors of human Wee1 degradation | reporter increase, % at 5 µM | HeLa Luc-Wee1K328M stability, luciferase luminescence; 100% = proteasome inhibitor MG132 effect | 220,000 compounds, 1.2% hits | P30291;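 active means activation above the mean of all tested compounds plus 3 SD, set per screening run, cut at about 8.8% in these data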;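 further: cells exposed to compound for 20 h before luminescence read; 0% = DMSO alone and 100% = MG132 at 30 µM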
KLK5 inh – blocks human kallikrein 5 protease activity | Q9Y337 | recombinant hK5, fluorogenic AMC substrate cleavage | inhibition, % at 5 µM | 210,000 compounds, 0.59% hits;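 active means inhibition of 40% or more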;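 further: 0% = enzyme controls without compound and 100% = no-enzyme blanks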
Target sequence (Q9Y337 67-293 limits assumed): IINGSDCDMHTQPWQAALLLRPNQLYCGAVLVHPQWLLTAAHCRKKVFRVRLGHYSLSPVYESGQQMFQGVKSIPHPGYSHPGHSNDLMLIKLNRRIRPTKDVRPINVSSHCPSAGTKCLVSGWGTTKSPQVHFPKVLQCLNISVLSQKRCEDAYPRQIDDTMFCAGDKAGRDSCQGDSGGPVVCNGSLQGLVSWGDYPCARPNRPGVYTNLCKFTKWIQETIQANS
Runt-CBFb FRET – blocks binding of human RUNX1 Runt domain to CBFb. Cerulean-Runt/Venus-CBFb FRET ratio 530/480, 1 h. AID 1496. 220,000 compounds, 0.46% hits. inhibition, % at 20 µM. Q01196+Q13951;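 active means inhibition over about 50% at 20 µM in the single-dose screen, limit read from the data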;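 further: 0% = DMSO wells and 100% = excess unlabeled CBFb competitor control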
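test system = Cerulean-Runt domain fusion protein, energy donor | probe or stimulus = Venus-CBFb binding partner, 100 nM | incubation = two 1 h room-temperature incubations shielded from light | detection = fluorescence energy transfer, 422 nm excitation, 530/480 nm emission | measure = loss of energy transfer signal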
Hck-Nef inh – inhibitors of human Hck kinase activated by Nef; inhibition, % at 20 µM; Recombinant Hck-YEEI plus Nef, Z-Lyte FRET kinase assay; 220,000 compounds, 0.68% hits; AID 463187;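 active means Hck-Nef kinase inhibition above about 50%, limit read from the data; inactive means inhibition below that limit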;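 further: 0% = DMSO with Hck plus Nef and 100% = Hck alone without Nef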
14-3-3 Bad inh – disrupts binding of bovine 14-3-3 zeta to phospho-Bad peptide; P63103; 220,000 compounds, 0.71% hits; inhibition, % at 21.7 µM; AID 781; TR-FRET 14-3-3zeta/Dy647-pBad peptide displacement, 1 h;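 active means inhibition above about 70%, limit read from the data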;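 further: 0% = full 14-3-3 plus peptide FRET controls and 100% = background without 14-3-3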
The depositor's hits bear a star; [ ] = dose if it differs, or a comment.

Screening COC(=O)Cc1ccc(NC(=O)C(c2ccccc2)c2ccccc2)cc1 returned Runt-SMMHC FRET 2, FXIa inh 1536 10, FXIIa inh 1536 18, Thrombin inh 2, Wee1 degr inh 4, KLK5 inh -6, Runt-CBFb FRET -2, Hck-Nef inh 5 and 14-3-3 Bad inh -10.
O=C1c2ccc3c4c(ccc(c24)C(=O)N1c1cccc(O)c1)CC3 was read as Runt-SMMHC FRET -49, FXIa inh 1536 3, FXIIa inh 1536 6, Wee1 degr inh -4, KLK5 inh -1, Runt-CBFb FRET -38, Hck-Nef inh 17 and 14-3-3 Bad inh 42.
`O=C(CSc1nc(N2CCCCC2)nc(N2CCCCC2)n1)c1ccccc1` gave Runt-SMMHC FRET -1, FXIa inh 1536 1, FXIIa inh 1536 12, Thrombin inh -6, Wee1 degr inh -2, KLK5 inh -28, Runt-CBFb FRET 0, Hck-Nef inh 1 and 14-3-3 Bad inh 5.
Screening Cc1ccc(C(=O)N2NC(c3ccc(F)cc3)C3C(=O)N(c4ccc(C)cc4)C(=O)C32)cc1 (stereo not drawn) returned Runt-SMMHC FRET 0, FXIa inh 1536 0, FXIIa inh 1536 7, Thrombin inh -1, Wee1 degr inh 1, KLK5 inh -13, Runt-CBFb FRET -1, Hck-Nef inh -4 and 14-3-3 Bad inh 0.
For CN(C)S(=O)(=O)c1ccc(C(=O)N2CCOCC2)cc1 the results were Runt-SMMHC FRET 2, FXIa inh 1536 -5, FXIIa inh 1536 4, Thrombin inh -3, Wee1 degr inh 0, KLK5 inh -9, Runt-CBFb FRET 0, Hck-Nef inh 2 and 14-3-3 Bad inh 0.
Screening CN(C)N1C(N)=C(C#N)C(c2cccs2)C2=C1CC(C)(C)CC2=O (stereo not drawn) returned Runt-SMMHC FRET -3, FXIa inh 1536 1, FXIIa inh 1536 9, Thrombin inh 5, Wee1 degr inh -1, KLK5 inh 2, Runt-CBFb FRET 6, Hck-Nef inh 21 and 14-3-3 Bad inh -15.
O=C(NCc1cccs1)c1ccccc1[N+](=O)[O-] was read as Runt-SMMHC FRET 1, FXIa inh 1536 1, FXIIa inh 1536 -1, Thrombin inh -5, Wee1 degr inh 2, KLK5 inh -3, Runt-CBFb FRET -4, Hck-Nef inh 3 and 14-3-3 Bad inh -9[fluorescence artefact?].
`O=C(CSc1ncccn1)NC(=O)NCc1ccco1` gave Runt-SMMHC FRET 8, FXIa inh 1536 -7, FXIIa inh 1536 2, Thrombin inh -13, Wee1 degr inh -2, KLK5 inh -2, Runt-CBFb FRET 3, Hck-Nef inh 13 and 14-3-3 Bad inh -4.
COc1cc2cc(Oc3ccc4ccc(=O)oc4c3)c(=O)oc2cc1OC(=O)/C=C/c1ccccc1 was read as Runt-SMMHC FRET 3, FXIa inh 1536 4, FXIIa inh 1536 10, Thrombin inh 1, KLK5 inh 3, Runt-CBFb FRET 1, Hck-Nef inh 22 and 14-3-3 Bad inh -6.
`CC(=O)c1ccc(NC(=O)CSc2nnc(NC(=O)CN3CCOCC3)s2)cc1` gave Runt-SMMHC FRET 0, FXIa inh 1536 -4, FXIIa inh 1536 -11, Thrombin inh -7, Wee1 degr inh 1, KLK5 inh -11, Runt-CBFb FRET 1, Hck-Nef inh 0 and 14-3-3 Bad inh -9[fluorescence artefact?].
For CN(C)C(=O)N1CCC(C(=O)NCc2ccccc2)CC1 the results were Runt-SMMHC FRET 0, FXIa inh 1536 2, FXIIa inh 1536 9, Thrombin inh -2, Wee1 degr inh -2, KLK5 inh -13, Runt-CBFb FRET -1, Hck-Nef inh -10 and 14-3-3 Bad inh -2[fluorescence artefact?].
CCCSc1nnc(CNC(=O)C23CC4CC(CC(C4)C2)C3)n1Cc1ccccc1 was read as Runt-SMMHC FRET 0, FXIa inh 1536 4, FXIIa inh 1536 9, Thrombin inh -3, Wee1 degr inh 1, KLK5 inh -2, Runt-CBFb FRET -4, Hck-Nef inh 2 and 14-3-3 Bad inh -1.
Screening O=[N+]([O-])c1cc(/C=N/Nc2nc(N3CCCCC3)nc(N3CCCCC3)n2)ccc1O returned Runt-SMMHC FRET -5, FXIa inh 1536 6, FXIIa inh 1536 7, Thrombin inh 2, Wee1 degr inh 4, KLK5 inh -1, Runt-CBFb FRET 0, Hck-Nef inh 0 and 14-3-3 Bad inh -12.
`Cn1c2ccccc2c2cc(/C=C(\NC(=O)c3ccccc3)C(=O)NCC(=O)O)ccc21` gave Runt-SMMHC FRET -43, FXIa inh 1536 -2, FXIIa inh 1536 3, Thrombin inh -1, Wee1 degr inh 0, KLK5 inh 1, Runt-CBFb FRET -75, Hck-Nef inh 20 and 14-3-3 Bad inh -2.
O=C(CSc1nnc(-c2ccc(F)cc2)c2ccccc12)Nc1cccc(Cl)c1 was read as Runt-SMMHC FRET 3, FXIa inh 1536 -2, FXIIa inh 1536 4, Thrombin inh -10, Wee1 degr inh 0, KLK5 inh -6, Runt-CBFb FRET 3, Hck-Nef inh 2 and 14-3-3 Bad inh -17.
`CCOC(=O)c1c(C)n(C)c2c(C)cc(O)c(OC(=O)CC)c12` gave Runt-SMMHC FRET 4, FXIa inh 1536 -7, FXIIa inh 1536 -2, Thrombin inh -11, Wee1 degr inh -1, KLK5 inh -1, Runt-CBFb FRET -4, Hck-Nef inh 6 and 14-3-3 Bad inh 6.
For CC(=O)Nc1ccc2c(CN3C(=O)NC(C)(c4ccc(C)cc4)C3=O)cc(=O)oc2c1 (stereo not drawn) the results were Runt-SMMHC FRET -4, FXIa inh 1536 -11, FXIIa inh 1536 -1, Thrombin inh 5, Wee1 degr inh -2, KLK5 inh -6, Runt-CBFb FRET -2, Hck-Nef inh 24 and 14-3-3 Bad inh 7.
For CC(C)C[C@H](CO)Nc1nc(Nc2cccc(Cl)c2)c2ncn(C(C)C)c2n1 the results were Runt-SMMHC FRET 2, FXIa inh 1536 -2, FXIIa inh 1536 3, Thrombin inh -7, KLK5 inh 0, Runt-CBFb FRET 1, Hck-Nef inh 106* and 14-3-3 Bad inh -6.
`OC1(c2ccccc2)CN(c2ccccc2)C2=[N+]1CCS2` (stereo not drawn) gave Runt-SMMHC FRET -3, FXIa inh 1536 9, FXIIa inh 1536 10, Thrombin inh -5, Wee1 degr inh 1, KLK5 inh 13, Runt-CBFb FRET 2, Hck-Nef inh -2 and 14-3-3 Bad inh 4.
O=C(O)CCCC(=O)N1CCc2cc(S(=O)(=O)NCc3ccccc3)ccc21 was read as Runt-SMMHC FRET 0, FXIa inh 1536 -4, FXIIa inh 1536 4, Thrombin inh -4, Wee1 degr inh -3, KLK5 inh -2, Runt-CBFb FRET 0, Hck-Nef inh 22 and 14-3-3 Bad inh -7.
`O=[N+]([O-])c1ccc(-c2ncc(-c3ccc(Br)cc3)o2)cc1` gave Runt-SMMHC FRET -97, FXIa inh 1536 -4, FXIIa inh 1536 9, Thrombin inh -4, Wee1 degr inh -2, KLK5 inh 5, Runt-CBFb FRET -29, Hck-Nef inh -4 and 14-3-3 Bad inh 12.
Screening CC(c1ccccc1)n1c(S(=O)(=O)O)nc2ccccc21 (stereo not drawn) returned Runt-SMMHC FRET 2, FXIa inh 1536 3, FXIIa inh 1536 10, Thrombin inh -3, Wee1 degr inh -3, Runt-CBFb FRET 1, Hck-Nef inh 0 and 14-3-3 Bad inh -5.
`COC(=O)c1ccc(Cl)c(NC(=O)CN2CCN(C)CC2)c1` gave Runt-SMMHC FRET -6, FXIa inh 1536 2, FXIIa inh 1536 18, Thrombin inh 6, Wee1 degr inh 1, KLK5 inh -11, Runt-CBFb FRET 2, Hck-Nef inh 3 and 14-3-3 Bad inh -3[fluorescence artefact?].
For O=C(OCC(=O)N1CCCC1)c1ccc(NS(=O)(=O)c2cccs2)cc1O the results were Runt-SMMHC FRET -6, FXIa inh 1536 -2, FXIIa inh 1536 8, Thrombin inh -1, Wee1 degr inh 1, KLK5 inh 0, Runt-CBFb FRET -3, Hck-Nef inh -19 and 14-3-3 Bad inh 4.
CCC(C)NC(=O)CCCc1ccccc1 (stereo not drawn) was read as Runt-SMMHC FRET 2, FXIa inh 1536 2, FXIIa inh 1536 1, Thrombin inh -6, Wee1 degr inh -1, KLK5 inh -19, Runt-CBFb FRET -2, Hck-Nef inh 1 and 14-3-3 Bad inh -10[fluorescence artefact?].
For CCCc1[nH]nc2c1C(c1cn[nH]c1-c1ccc(F)cc1)C(C#N)=C(N)O2 (stereo not drawn) the results were Runt-SMMHC FRET -2, FXIa inh 1536 12, FXIIa inh 1536 19, Thrombin inh 10, Wee1 degr inh -2, KLK5 inh -5, Runt-CBFb FRET 2, Hck-Nef inh 10 and 14-3-3 Bad inh 11[fluorescence artefact?].
`O=C(Cc1ccccc1)Nc1ccc(Br)c(Cl)c1` gave Runt-SMMHC FRET -10, FXIa inh 1536 10, FXIIa inh 1536 8, Thrombin inh -4, Wee1 degr inh 4, KLK5 inh 3, Runt-CBFb FRET -3, Hck-Nef inh 1 and 14-3-3 Bad inh 1.
Screening Cc1nc(NC(=O)C2CC2)sc1C(=O)NC1CCCCC1 returned Runt-SMMHC FRET 2, FXIa inh 1536 1, FXIIa inh 1536 19, Thrombin inh 2, Wee1 degr inh 2, KLK5 inh 18, Runt-CBFb FRET 0, Hck-Nef inh 14 and 14-3-3 Bad inh 9.
CSC1=NCCN1C(=O)c1ccc(S(=O)(=O)N2CCCC2)cc1 was read as Runt-SMMHC FRET -7, FXIa inh 1536 4, FXIIa inh 1536 12, Thrombin inh -2, Wee1 degr inh -1, KLK5 inh -5, Runt-CBFb FRET 18, Hck-Nef inh -4 and 14-3-3 Bad inh -2[fluorescence artefact?].
`c1ccc(Cn2nnnc2C(c2cccnc2)N2CCN(C3CCCCC3)CC2)cc1` (stereo not drawn) gave Runt-SMMHC FRET -8, FXIa inh 1536 -2, FXIIa inh 1536 4, Thrombin inh -1, Wee1 degr inh 2, KLK5 inh -8, Runt-CBFb FRET 0, Hck-Nef inh 0 and 14-3-3 Bad inh -8[fluorescence artefact?].
`CCCCN(C(=O)CSc1nncn1-c1ccccc1OC)c1c(N)n(Cc2ccccc2)c(=O)[nH]c1=O` gave Runt-SMMHC FRET 0, FXIa inh 1536 -6, FXIIa inh 1536 1, Thrombin inh -8, Wee1 degr inh -2, KLK5 inh -3, Runt-CBFb FRET -5, Hck-Nef inh -13 and 14-3-3 Bad inh 1.
`Oc1cccc(C(=S)N2CCN(Cc3ccccc3)CC2)c1` gave Runt-SMMHC FRET 16, FXIa inh 1536 -6, FXIIa inh 1536 -4, Thrombin inh -2, Wee1 degr inh 0, KLK5 inh -1, Runt-CBFb FRET 36, Hck-Nef inh -23 and 14-3-3 Bad inh -15.
O=c1cc(CNc2cc(C(F)(F)F)cc(C(F)(F)F)c2)nc2sccn12 was read as Runt-SMMHC FRET 1, FXIa inh 1536 2, FXIIa inh 1536 7, Thrombin inh -6, Wee1 degr inh 3, KLK5 inh -6, Runt-CBFb FRET -6, Hck-Nef inh 5 and 14-3-3 Bad inh -9.
